Screening results as filed in PubChem BioAssay.
aGlu spleen mod: qHTS Assay for Inhibitors and Activators of Human alpha-Glucosidase From Spleen Homogenate | hit rate 0.006% among 240,000 | Potency, µM (highest dose often 79.9 µM), without a hit: at the top dose activity change, negative = inhibition, actives largely listed as inhibitors | human spleen homogenate, 4-MU-alpha-glucoside fluorescence | AID 2112, 2009 | Lysosomal alpha-glucosidase (Homo sapiens), P10253;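 also: 0% = enzyme with vehicle and -100% = no enzyme basal signal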
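Human spleen homogenate (1 ug) with 4-methylumbelliferyl-alpha-D-glucopyranoside (1 mM final) in 50 mM citrate/phosphate pH 5.0, 0.01% Tween-20; 40 min at 37 C. Stopped at pH 10; 4-MU fluorescence Ex 365/Em 440 nm; AC50 by Hill fit.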
GAA inhib: qHTS Assay for Inhibitors of Human alpha-Glucosidase as a Potential Chaperone Treatment of Pompe Disease | Lysosomal alpha-glucosidase (Homo sapiens), P10253 | purified human GAA, 4-MU-alpha-glucoside fluorescence | Potency, µM (series often up to 76.9 µM), inactives show top-dose activity change, negative = inhibition, most hits filed as inhibitors | hit rate 0.005% among 200,000;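 also: plate controls were uninhibited enzyme wells for no effect and no-enzyme background for full effect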
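Endpoint fluorogenic read: 20 min room-temperature reaction of 4 nM human alpha-glucosidase with 400 uM 4-methylumbelliferyl-alpha-D-pyranoside, pH 5.0, quenched with 1M NaOH/1M glycine pH 10. AC50 from Hill modeling.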
NPSR antagonist: qHTS Assay for Antagonists of the Neuropeptide S Receptor: cAMP Signal Transduction; CHO-NPSR cells, cAMP TR-FRET, antagonist mode; Potency, µM (series often up to 38.3 µM), inactives show top-dose activity change, negative = inhibition, actives largely listed as inhibitors; hit rate 1% among 220,000; AID 1461, 2008; also: % is scaled to controls: 0 for no effect and ±100 for the full control effect; nearly all actives have a fitted effect of over 50% in size; many of its hits are not listed in these tables
ALDH1A1 inh: qHTS Assay for Inhibitors of Aldehyde Dehydrogenase 1 (ALDH1A1). Aldehyde dehydrogenase 1A1 (Homo sapiens), P00352. Purified ALDH1A1, NADH fluorescence, propionaldehyde substrate. Potency, µM (top dose mostly 75.3 µM), for inactives: top-dose activity, negative = inhibition, most hits filed as inhibitors. hit rate 7.3% among 220,000; active = well fitted inhibition curve with a large enough effect, not every such curve was filed as active; inconclusive = small, poorly fitted or top-dose-only effect, or another doubt; inactive = no such curve, though single readings can be large or run the other way;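 also: plate controls were no enzyme wells and a reference inhibitor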
Target sequence (P00352 whole entry, looked up): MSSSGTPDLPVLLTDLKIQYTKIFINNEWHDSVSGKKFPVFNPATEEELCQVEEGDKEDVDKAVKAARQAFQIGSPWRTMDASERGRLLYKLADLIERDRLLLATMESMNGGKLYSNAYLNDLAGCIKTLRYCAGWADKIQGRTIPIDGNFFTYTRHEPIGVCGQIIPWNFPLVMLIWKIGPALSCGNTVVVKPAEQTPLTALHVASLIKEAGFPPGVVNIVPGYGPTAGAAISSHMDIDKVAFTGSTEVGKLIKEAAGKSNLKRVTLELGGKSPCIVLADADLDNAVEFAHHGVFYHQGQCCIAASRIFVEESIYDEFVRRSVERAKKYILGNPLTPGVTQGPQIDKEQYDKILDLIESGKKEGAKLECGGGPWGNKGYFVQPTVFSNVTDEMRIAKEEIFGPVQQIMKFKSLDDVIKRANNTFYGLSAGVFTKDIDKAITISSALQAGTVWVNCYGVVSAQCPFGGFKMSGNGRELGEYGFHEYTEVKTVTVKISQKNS
aGal spleen mod: qHTS Assay for Inhibitors and Activators of Human alpha-Galactosidase From Spleen Homogenate; AID 2107, 2009; human spleen homogenate, 4MU-alpha-Gal fluorescence, 40 min; hit rate 0.008% among 240,000; Alpha-galactosidase A (Homo sapiens), P06280; Potency, µM (series often up to 80 µM), without a hit: at the top dose activity change, negative = inhibition, actives largely listed as inhibitors;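 also: 0% = enzyme with vehicle and -100% = no enzyme basal signal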
Target sequence (P06280 32-429 limits assumed): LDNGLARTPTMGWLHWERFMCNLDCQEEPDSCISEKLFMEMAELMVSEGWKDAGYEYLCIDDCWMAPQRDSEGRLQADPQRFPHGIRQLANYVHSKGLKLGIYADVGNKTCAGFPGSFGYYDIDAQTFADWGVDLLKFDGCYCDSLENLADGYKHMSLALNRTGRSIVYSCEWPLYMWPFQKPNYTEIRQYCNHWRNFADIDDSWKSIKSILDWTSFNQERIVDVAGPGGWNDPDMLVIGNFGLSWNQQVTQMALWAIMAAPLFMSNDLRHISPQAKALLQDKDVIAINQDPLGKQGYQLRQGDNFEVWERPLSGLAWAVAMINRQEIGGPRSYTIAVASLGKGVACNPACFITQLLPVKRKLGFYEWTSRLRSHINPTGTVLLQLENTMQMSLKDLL
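Human spleen homogenate (1 ug) as enzyme source, 4-methylumbelliferyl-alpha-D-galactopyranoside 1 mM final, citrate/phosphate pH 5.0 with 0.01% Tween-20. Compounds 40 min at 37C, NaOH/glycine stop; fluorescence Ex 365/Em 440, Hill-fit AC50.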
Tau fluor cs: Counterscreen qHTS for Inhibitors of Tau Fibril Formation, Fluorescence Polarization; Potency, µM (top dose mostly 57.7 µM), without a hit: at the top dose activity change, negative = decrease; AID 1463, 2008; hit rate 0.93% among 280,000; tau K18 P301L Alexa594 fluorescence, heparin fibrillization; also: % is scaled to controls: 0 for no effect and ±100 for the full control effect; nearly all actives have a fitted effect of over 55% in size
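Human tau K18 P301L (15 uM unlabeled, 0.24 uM Alexa 594-labeled) in 100 mM sodium acetate pH 7 with 20 uM heparin, 6 hr at 37 C. ThT 30 uM added, 1 hr ambient; Alexa 594 FP and total fluorescence read at 555/632 nm.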
Epigenetic reg: Quantitative High-Throughput Screen for Regulators of Epigenetic Control; murine LDR cells, GFP reporter derepression, 30 h; Potency, µM (series often up to 53.9 µM), without a hit: at the top dose GFP activation, most hits filed as activators; hit rate 0.2% among 280,000; also: % of control where 0% means no effect; nearly all actives have a fitted effect of over 60% in size
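Murine LDR cells carrying a silenced, genomically integrated CMV-driven GFP reporter were exposed to compound for 30 hours at 37 C. After PBS washes, GFP-positive cells (20–120 um objects) were counted by laser-scanning microplate cytometry.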
GAA glycogen mod: qHTS Assay for Inhibitors and Activators of Human alpha-Glucosidase Cleavage of Glycogen; hit rate 0.38% among 300,000; Lysosomal alpha-glucosidase (Homo sapiens), P10253; recombinant GAA, glycogen substrate, Amplex Red glucose oxidase fluorescence; AID 2100, 2009; Potency, µM (doses to about 76.4 µM), for the others: top-dose activity change, negative = inhibition, usual class: inhibitors;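 also: 0% = full enzyme reaction and -100% = no-enzyme basal signal; the screen sought inhibitors and activators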
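Recombinant human alpha-glucosidase (4 nM final) hydrolysed bovine liver glycogen (30 ug) for 40 min at 37 C in pH 5.0 citrate/phosphate with 0.01% Tween-20. Released glucose detected by glucose oxidase/Amplex Red, Ex 573/Em 610 nm. Compounds up to 77 uM; AC50 from Hill fits.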
Numbers without * were called inactive; ? = inconclusive; / = no result given; & = joins results of further samples; [ ] = dose if it differs, or a comment. Unless noted, calls follow the shape of the dose curve; as a rule, active = well fitted curve in the direction sought with a large enough effect; inconclusive = small, poorly fitted or top-dose-only effect, or another doubt; inactive = no such curve, though single readings can be large; an effect the other way counts as inactive or inconclusive. Potency is read from the fitted curve at half-maximal effect.

SMILES	aGlu spleen mod	GAA inhib	NPSR antagonist	ALDH1A1 inh	aGal spleen mod	Tau fluor cs	Epigenetic reg	GAA glycogen mod
COc1ccc(C(CC(=O)Nc2ccc(C)cc2)NC(=O)C(F)(F)F)cc1 (configuration not stated)	3%	1%	22%	7%	-1%	0%	-1.1%	-2%
O=S(=O)(c1ccccc1)N1CCN(CC2CC3C=CC2C3)CC1 (configuration not stated)	3%	?	-2%	-9%	-2%	3%	-3.3%	21%
COc1ccc(S(=O)(=O)N(CC(=O)Nc2cc(C)on2)Cc2ccccc2)cc1	-6%	-11%	-9%[46.1 µM]	?	-7%	-7%	-3.8%	-7%
Cn1c(CSc2ncccn2)nnc1SCC(=O)N1CCCCC1	-8%	3%	3%[46.1 µM]	-10%	-15%	4%	-1.0%	-1%
CSc1ccc(/C=N/N2CCN(c3ccccc3)CC2)cc1	4%	1%	10%	5%	-12%	3%	1.1%	-3%
c1ccc(-c2ccc(Oc3cc(N4CCOCC4)nc(-c4ccccc4)n3)cc2)cc1	0%	-4%	10%[46.1 µM]	0%	12%	-10%	14%	-4%
Cc1cccc(NC(=O)CN2C(=O)N/C(=C/c3ccc(C)o3)C2=O)c1	-5%	0%	9%	10µM*	5%	-12%	1.0%	8%
Cc1ccc(CNCC2CCCO2)o1 (configuration not stated)	-6%	-1%	1%[46.1 µM]	1%	-5%	-2%	-0.1%	5%
CC(C)(C)NC(=O)CN(C(=O)c1ccc(CN2CCOCC2)o1)c1ccc2c(c1)OCCO2	-3%	-1%	5%[46.1 µM]	-3%	1%	2%	0.0%	8%
COc1ccc(CC(=O)N2CCOCC2)cc1OC	-7%	-2%	-2%[46.1 µM]	4%	-3%	2%	-2.1%	0%

Compounds above with an aryl thioether with sulfur outside any ring (2):
SMILES	aGlu spleen mod	GAA inhib	NPSR antagonist	ALDH1A1 inh	aGal spleen mod	Tau fluor cs	Epigenetic reg	GAA glycogen mod
Cn1c(CSc2ncccn2)nnc1SCC(=O)N1CCCCC1	-8%	3%	3%[46.1 µM]	-10%	-15%	4%	-1.0%	-1%
CSc1ccc(/C=N/N2CCN(c3ccccc3)CC2)cc1	4%	1%	10%	5%	-12%	3%	1.1%	-3%

Following part
SMILES	aGlu spleen mod	GAA inhib	NPSR antagonist	ALDH1A1 inh	aGal spleen mod	Tau fluor cs	Epigenetic reg	GAA glycogen mod
CC(C)C(=O)NNS(=O)(=O)c1ccccc1	5%	-4%	17%	5%	15%	-8%	6.5%	6%
N#Cc1ccccc1Cn1c(=O)n(CCCC(=O)NCc2ccc3c(c2)OCO3)c(=O)c2ccccc21	-1%	0%	-9%	-2%	2%	-5%	8.2%	-5%
CCOC(=O)CC(=O)CSc1ncnc2c1nnn2-c1ccc(OC)cc1	/	0%	2%	-13%	0%	-10%	2.6%	-23%
C/C(=N\NS(C)(=O)=O)c1ccc(C)cc1	1%	-15%	-3%[46.1 µM]	6%	0%	-5%	-0.5%	-13%
Fc1ccc(COc2ccccc2C(=S)N2CCCC2)cc1	-3%	1%	-15%	7.9µM*	2%	-11%	2.3%	1%
CN(C)/C=N/c1ncc(-c2ncc(C(F)(F)F)cc2Cl)cn1	-16%	5%	2%	?	-4%	1%	-1.8%	5%
Cc1onc(-c2ccccc2)c1C(=O)N/N=C/c1cc(Br)c(Br)o1	-3%	2%	-33%	-10%	-2%	-23%	3.6%	-9%
Cc1ccc(N2C(=O)CS(=O)(=O)CC2=O)cc1	-8%	7%	15%	4%	11%	0%	-1.4%	-7%
COc1ccccc1N(CC(=O)N1CCCCCC1)S(C)(=O)=O	-6%	-2%	-9%[46.1 µM]	0%	-4%	1%	-0.7%	6%
O=C(Nc1ccncc1)c1ccc2c(c1)OCCO2	-16%	6%	9%[46.1 µM]	-4%	-12%	-6%	0.2%	3%
COc1ccc(C(=O)C(OC(=O)c2ccc(C)c(NC(C)=O)c2)c2ccccc2)cc1 (configuration not stated)	0%	?	-28%[46.1 µM]	-11%	13%	?	0.0%	-1%
Cn1nc(C(F)(F)F)c(/C=N/OC(=O)c2ccccc2)c1SCc1ccc(Cl)cc1	-1%	-1%	-34%[46.1 µM]	3%	4%	-6%	-2.0%	5%
CCSc1nnc(-c2ccccc2NC(C)=O)c(=O)[nH]1	-7%	-5%	-4%[46.1 µM]	6%	-1%	2%	0.0%	-2%
CCOCC(=O)Nc1nnc(C)s1	-3%	-4%	10%[46.1 µM]	?	8%	-5%	1.4%	1%
CCN(CC)c1ccc(NC(=O)c2[nH]c(C)c(C(C)=O)c2C)c(C)c1	-2%	?	-11%[46.1 µM]	?	2%	6%	4.2%	?
COc1ccc(OCC(O)CNC(=O)c2ccccc2)cc1 (configuration not stated)	3%	-1%[15.4 µM]	-14%	11%	-3%	-11%	3.0%	4%
O=[N+]([O-])c1ccc(Cl)c(CN2CCC(O)CC2)c1	1%	11%	16%	?	2%	-3%	0.0%	-19%
O=C(NCc1ccncc1)c1ccc(Cl)c(S(=O)(=O)N2CCCCC2)c1	10%	3%	-11%	-1%	9%	-9%	0.3%	-15%
COc1cc(C(C(=O)NC(C)(C)C)N(Cc2ccccc2)C(=O)c2cnccn2)cc(OC)c1OC (configuration not stated)	1%	3%	8%[46.1 µM]	7%	11%	8%	-0.2%	-5%
CC(=O)Nc1ccc([N+](=O)[O-])cn1	-4%	1%	0%[46.1 µM]	4%	9%	4%	-1.1%	?
COc1ccc(-n2c(C)cc(/C=N/Nc3nc(N4CCOCC4)nc(N4CCOCC4)n3)c2C)cc1	0%	-7%	-7%	?	4%	1%	-1.6%	?
COc1cc2ccccc2cc1C(=O)Nc1cccnc1	3%	-12%	-7%[46.1 µM]	-3%	5%	-2%	1.9%	5%
COc1cc(NC(=O)C2=C(N3CCOCC3)/C(=C\c3ccc(N(C)C)cc3)CCC2)cc(OC)c1OC	4%	2%	2%	18µM*	2%	?	1.1%	-1%
Cc1cccc(-n2c(-c3ccoc3C)n[nH]c2=S)c1	-1%	1%	-5%	-3%	-11%	9%	-0.3%	5%
CS(=O)(=O)c1ccc2nc(NC(=O)CC3CCCC3)sc2c1	-7%	-13%	-11%[46.1 µM]	?	4%	-15%	-1.0%	5%
S=C(Nc1ccccn1)NC1CCCC1	2%	9%	-20%	?	0%	6%	1.1%	-7%
Cc1ccsc1/C=N/Nc1ncnc2nc[nH]c12	0%	-19%	-41%	-4%	4%	9%	-3.4%	-27%
N#Cc1cc(Oc2cccc3cccnc23)c(-n2nnc3ccccc32)cc1C#N	-2%	-8%	?	-4%	6%	16µM*[quencher]	-1.2%	0%
O=Cc1nc(-c2ccc(Cl)cc2)n2ccccc12	2%	?	-12%	?	1%	-8%	-1.0%	-6%
COc1ccc2oc3ccccc3c(=O)c2c1	1%	-6%	-9%	7%	9%	-4%	2.2%	13%
O=C(Cn1ccsc1=NC(=O)c1ccco1)c1ccccc1	-1%	-18%	-6%[46.1 µM]	-9%	6%	-1%	-1.0%	2%
O=C(Cn1ccc([N+](=O)[O-])n1)NCc1cccnc1	0%	5%	8%	8%	1%	-3%	-2.6%	9%
O=C(Oc1coc(CSc2ncccn2)cc1=O)c1ccccc1[N+](=O)[O-]	0%	-11%	10%	?	-4%	?	9.9%	-4%
Clc1ccc(Nc2ncnc3c2nnn3Cc2ccccc2)cc1	6%	/	-6%	/	-12%	-14%	1.1%	8%
O=C(Nc1ccccc1F)N(Cc1ccc(F)cc1)Cc1nc2ccccc2c(=O)[nH]1	3%	0%	-4%	7%	11%	-8%	3.0%	7%
CCc1ccccc1NC(=S)NC1CC2CCCC(C1)N2Cc1cccs1 (configuration not stated)	-13%	-6%	-4%[46.1 µM]	-6%	-4%	-21%	-7.4%	3%
S=C(NCCCc1ccccc1)Nc1ccc(Cl)cc1	-4%	-4%	3%[46.1 µM]	?	1%	?	1.3%	-27%
COC(=O)C1=C(C)N(C)C(=O)/C1=C\c1ccco1	-3%	-6%	-7%[46.1 µM]	0%	-14%	-11%	-1.0%	-4%
COc1ccccc1NC(=O)c1ccccc1NS(=O)(=O)N1CCCC1	-10%	-1%	-11%[46.1 µM]	4%	-23%	-9%	-2.0%	-3%
O=C(Oc1ccccc1/C=C\C(=O)c1cc2ccccc2o1)c1ccccc1	-5%	-13%	-40%	11µM*	-9%	-3%	?	8%
Cc1nc(-c2ccc(C(=O)NCCO)cc2)cs1	-3%	3%	20%	?	-3%	-3%	0.0%	9%
Cc1ccc(-n2c(-c3ccco3)nc3c(cnn3-c3ccccc3C)c2=O)cc1	12%	-9%	?	0%	6%	2%&-17%	-0.9%&-0.2%	4%[76.3 µM]
Cc1cc(=S)[nH]c(=S)[nH]1	-5%	-12%	-19%	-6%	4%	-11%	2.1%	?
CC(=O)Nc1ccc(/C=N/Nc2nc3ccccc3s2)cc1	-5%	-9%	11%	5%	5%	?	-0.3%	-23%
O=C(CSc1nnc(-c2cccc(S(=O)(=O)N3CCCC3)c2)n1-c1ccccc1)Nc1ccc(C(=O)O)cc1	-7%	?	1%	0%	-1%	-8%	-0.2%	-4%
CCN(CC)c1ccc(C=C2C(=O)OC(C)(C(C)(C)C)OC2=O)cc1 (configuration not stated)	-8%	6%	3%[46.1 µM]	1%	-19%	-5%	-0.9%	2%
CCCNC(=S)N1CCC(C(=O)c2ccc(OC)cc2)CC1	0%	-4%	26%	-4%	1%	-2%	-1.0%	-2%
Cc1ccc(/C=N/N2CCN(c3ccncc3S(=O)(=O)N3CCCCC3)CC2)cc1	0%	-12%	-20%[46.1 µM]	1%	0%	-25%	2.8%	-5%

Not all compounds are listed (hit frequency here may not be typical).
